Giardia kill: kills Giardia lamblia. Giardia lamblia trophozoite viability. activity change, % at 7.66 µM, hits read low. actives 0.15% (n = 340,000); in the data active = activity change below about -80%; inconclusive = between about -30% and that limit;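 note: parasites exposed to compound for two days anaerobically before the ATP read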
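Media and compound were dispensed first, then trophozoites at 100 cells/well; plates sat 48 hrs at 37 deg C without oxygen before ATP luminescence reagent was added and read after 15-30 min at room temperature.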
Coupling enz: counter-screen for Giardia aldolase inhibitors: coupling enzyme system | coupling enzyme system counterscreen, AmpLite Red fluorescence | activity change, negative = inhibition, % at 58.2 µM, hits read low | actives 0.67% (n = 290,000); in the data active = activity change below about -30%
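Activity here indicates interference with the coupling reaction, not aldolase inhibition. Compounds at 57.5 uM final met coupling enzymes for 10 min at RT; substrate and AmpLite Red detection followed, with a 525/598 nm fluorescence read after 20 min.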
uPA surface inh: inhibitors of cell surface uPA generation | cell surface uPA generation assay, qHTS | Potency, µM (highest dose often 38.3 µM), inactives show at the highest dose activity change, negative = inhibition, hits mostly inhibitors | actives 0.31% (n = 330,000) | AID 540303; active = well fitted inhibition curve with a large enough effect; inconclusive = small, poorly fitted or top-dose-only effect; inactive = no such curve, though single readings can be large or run the other way; tested in mouse RAW 264.7 cells; note: potency is the fitted concentration of half-maximal effect; nearly all actives have a fitted effect of over 55% in size
USP2a block: USP2a (human) protease inhibition; USP2 core, Ub-CHOP2 coupled fluorogenic reporter, 485/531; Potency, µM (highest dose often 38.3 µM), for inactives: at the top dose activity change, negative = inhibition, hits mostly inhibitors; actives 0.01% (n = 330,000);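 note: potency is the fitted concentration of half-maximal effect; plate controls were DMSO wells for no effect and full inhibition by NEM control for full effect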
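USP2 core (10nM final) preincubated 30min RT with compound in 20mM Tris-HCl pH 8.0, 2mM CaCl2, 2mM beta-mercaptoethanol, 0.05% CHAPS; 25nM Ub-CHOP2 plus 25nM reporter substrate added, fluorescence (Ex485/Em531) read after 60min.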
B2AR arrestin: agonists driving beta-arrestin recruitment to human beta2-adrenergic receptor; beta-arrestin recruitment to beta2AR, cell-based reporter; Potency, µM (highest dose often 46.1 µM), inactives show at the top dose activation, most hits filed as activators; actives 0.02% (n = 330,000); AID 492947;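 note: potency is the fitted concentration of half-maximal effect; 0% = DMSO controls and full agonism = EC100 isoproterenol or metaproterenol; nearly all actives have a fitted effect of over 65% in size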
PKM2 activator: activators of human pyruvate kinase M2; P14618; AID 1631; purified PKM2, Kinase-Glo ATP luminescence, activation; response scale: 0% is enzyme alone, no compound; actives 0.34% (n = 260,000); Potency, µM (highest dose often 57.5 µM), for inactives: at the top dose activation, usual class: activators; note: potency is the fitted concentration of half-maximal effect; nearly all actives have a fitted effect of over 55% in size
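Kinase-Glo luminescence reports ATP generated from ADP (0.1 mM) and PEP (0.5 mM) by purified hPK-M2 after 1 h at room temperature, pH 7.2 imidazole buffer; intermediate enzyme activity allows detecting inhibitors and activators.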
Eya2 phos inh: blocks the phosphatase activity of human Eya2 | recombinant Eya2, OMFP fluorescence dephosphorylation (OMFP is methylfluorescein phosphate) | Potency, µM (top dose mostly 76.9 µM), for the others: at the top dose activity, negative = inhibition, usual class: inhibitors | O00167 | actives 0.006% (n = 330,000) | AID 488837; note: potency is the fitted concentration of half-maximal effect
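Eya2 protein (added as 0.2 uM solution) was preincubated with compound for 10 min at ambient temperature in 50 mM HEPES pH 7.5, 50 mM NaCl, 5 uM MgCl2, 0.05% BSA, 1 mM DTT. OMFP (added at 50 uM) then reacted 10 min; fluorescence read at 485/525 nm.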
KCNH2 3.1 inh: blocks the human KCNH2 3.1 channel isoform; U2OS KCNH2 3.1, thallium flux FluxOr; stronger effect = lower value; activity change, % (tested at about 1.8 µM); actives 0.95% (n = 340,000); AID 720553;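 active = maximum activity change below -70%; inconclusive = maximum activity change from -70% to -50%; inactive = maximum activity change above -50%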;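 note: thallium influx rate constant from kinetic fluorescence after stimulation buffer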
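Thallium flux via FluxOr fluorescence (Red40 quencher, 45 min loading) in U2OS cells virally expressing the KCNH2 3.1 isoform (1.77 x 10^8 /mL virus, overnight at 37 C). Rate constants from 2-min kinetic reads post-stimulation, normalised to positive and negative controls.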
KCNH2 WT inh: KCNH2 (human, wildtype) channel inhibition; actives 0.37% (n = 340,000); activity change, % at 1.84 µM; U2OS, BacMam KCNH2, thallium flux FluxOr; stronger effect = lower value;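 active = maximum activity change below -70%; inconclusive = maximum activity change between -70% and -50%; inactive = maximum activity change above -50%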
Target sequence (Q12809 whole entry, looked up): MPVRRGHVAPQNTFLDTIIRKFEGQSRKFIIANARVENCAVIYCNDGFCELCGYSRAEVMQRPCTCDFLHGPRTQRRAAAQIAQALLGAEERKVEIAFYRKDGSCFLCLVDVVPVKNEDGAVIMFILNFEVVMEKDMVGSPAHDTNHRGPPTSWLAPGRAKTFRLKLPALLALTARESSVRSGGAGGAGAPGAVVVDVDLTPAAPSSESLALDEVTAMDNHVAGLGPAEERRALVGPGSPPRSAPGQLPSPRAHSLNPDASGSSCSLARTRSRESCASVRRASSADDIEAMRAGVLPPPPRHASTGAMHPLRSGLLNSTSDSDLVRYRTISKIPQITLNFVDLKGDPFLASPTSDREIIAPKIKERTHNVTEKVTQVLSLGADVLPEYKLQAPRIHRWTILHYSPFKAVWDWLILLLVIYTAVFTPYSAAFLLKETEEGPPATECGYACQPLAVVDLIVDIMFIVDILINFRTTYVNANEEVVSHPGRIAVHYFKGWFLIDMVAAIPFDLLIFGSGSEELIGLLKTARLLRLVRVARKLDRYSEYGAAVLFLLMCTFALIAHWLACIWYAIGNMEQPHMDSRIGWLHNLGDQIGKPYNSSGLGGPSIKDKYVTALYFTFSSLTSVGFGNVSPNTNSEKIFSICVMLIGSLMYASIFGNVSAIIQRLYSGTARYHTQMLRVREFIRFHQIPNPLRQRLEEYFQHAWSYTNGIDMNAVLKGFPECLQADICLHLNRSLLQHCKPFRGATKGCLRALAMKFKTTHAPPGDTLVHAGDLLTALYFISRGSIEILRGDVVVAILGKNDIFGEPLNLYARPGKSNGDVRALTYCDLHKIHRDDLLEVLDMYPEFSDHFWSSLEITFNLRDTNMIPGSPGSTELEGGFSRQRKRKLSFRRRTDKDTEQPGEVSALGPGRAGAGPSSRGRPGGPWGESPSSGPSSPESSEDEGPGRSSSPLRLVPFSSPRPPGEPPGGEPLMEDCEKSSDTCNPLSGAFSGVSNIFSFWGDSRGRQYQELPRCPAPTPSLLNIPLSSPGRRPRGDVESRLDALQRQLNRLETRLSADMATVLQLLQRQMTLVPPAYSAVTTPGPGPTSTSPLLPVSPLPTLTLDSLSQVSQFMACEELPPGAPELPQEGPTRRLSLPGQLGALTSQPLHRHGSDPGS
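U2OS cells were transduced with wild-type KCNH2 virus (2.03 x 10^8 / mL) for 4 h at room temperature, then cultured overnight at 37 C. Thallium flux was read with FluxOr dye. Rate constants were normalized to DMSO controls.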
BCR signal inh: blocks chronic active B-cell receptor signaling; actives 0.05% (n = 340,000); ABC-DLBCL IkBa-CBG/CBR reporter, luminescence ratio, 4 h; Potency, µM (doses to about 46.1 µM), without a hit: top-dose ratio change, negative = lower green/red ratio, actives largely listed as inhibitors; active = well fitted inhibition curve with a large enough effect in the signal ratio, with a control signal flat, not every such curve was filed as active; inconclusive = small, poorly fitted or top-dose-only effect, or effect the other way, or a change in a side signal; the % refers to the signal ratio;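 note: potency is the fitted concentration of half-maximal effect; plate controls were basal doxycycline-induced cells for no effect and cells given 10 µM MG132 for full effect; MG132 reads +100%, hits lower the ratio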
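TMD8 ABC-DLBCL cells carrying doxycycline-inducible green luciferase fused to IkappaBalpha plus unfused red luciferase were exposed to compounds (up to 46 uM) for 4 hrs at 37C. Activity came from the overlap-corrected green/red luminescence ratio.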
GALK inh: inhibitors of human galactokinase; actives 0.007% (n = 270,000); Purified GALK, Kinase-Glo residual ATP luminescence; Potency, µM (doses to about 57.5 µM), without a hit: at the top dose activity change, negative = inhibition, most hits filed as inhibitors; note: potency is the fitted concentration of half-maximal effect
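Galactose (100 uM) and ATP (35 uM) were turned over by 5 nM GALK for 1 h at RT. Kinase-Glo Plus then converted the remaining ATP into a luminescent signal.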
* = called active by the depositor; [ ] = remark or other dose. Unless noted, calls come from the whole dose curve; as a rule, active = well fitted curve in the direction sought with a large enough effect; inconclusive = small, poorly fitted or top-dose-only effect, or another doubt; inactive = no such curve, though single readings can be large; an effect the other way counts as inactive or inconclusive. Unless noted, % is set by controls: 0 for no effect and ±100 for the full control effect.

`COc1ccc(/C=C2\SC(=O)N(CCNC(=O)C3CC4C=CC3C4)C2=O)cc1` (stereo not given) gave Giardia kill -3, Coupling enz -2, uPA surface inh 1%, USP2a block -1%, B2AR arrestin 0.0%, PKM2 activator -2%, Eya2 phos inh -7%, KCNH2 3.1 inh 0, KCNH2 WT inh -7, BCR signal inh -9% and GALK inh -4%.
CCN1CCN(c2nc3c(C)cccn3c(=O)c2/C=C(\C#N)C(=O)NC)CC1 was read as Giardia kill 2, Coupling enz 0, uPA surface inh -2%, USP2a block -1%, B2AR arrestin 9.2%, Eya2 phos inh -8%, KCNH2 3.1 inh 12, KCNH2 WT inh 7, BCR signal inh 1% and GALK inh -1%.
O=C(NCc1ccc2c(c1)OCO2)c1c(F)c(F)c(F)c(F)c1F was read as Giardia kill 28, Coupling enz 1, uPA surface inh -1%, USP2a block 4%, B2AR arrestin -0.1%, PKM2 activator 7%, Eya2 phos inh -14%, KCNH2 3.1 inh -16, KCNH2 WT inh 11, BCR signal inh -17% and GALK inh 0%.
`CCOC(=O)c1c(NC(=O)C2CC=CCC2C(=O)O)sc(C)c1CC` (stereo not given) gave Giardia kill -13, Coupling enz 30, uPA surface inh 3%, USP2a block -11%, B2AR arrestin 0.2%, PKM2 activator 9%, Eya2 phos inh 6%, KCNH2 3.1 inh 7, BCR signal inh inconclusive and GALK inh -1%.
`O=C(Nc1ccc(C(=O)N2CCCCC2)cc1)c1ccccc1Cl` gave Giardia kill -3, uPA surface inh -3%, USP2a block 2%, B2AR arrestin -0.4%, PKM2 activator -21%, Eya2 phos inh -14%, KCNH2 3.1 inh 0, KCNH2 WT inh -13, BCR signal inh -2% and GALK inh 3%.
COc1ccc(N=Cc2ccc(-c3ccccc3)o2)cc1 was read as Giardia kill 8, Coupling enz -4, uPA surface inh -1%, USP2a block 0%, B2AR arrestin -0.2%, PKM2 activator -2%, Eya2 phos inh 3%, KCNH2 3.1 inh 12, KCNH2 WT inh -5, BCR signal inh 6% and GALK inh -1%.
Nc1nc(=S)c2ncn(C3CCCC3)c2[nH]1 was read as Giardia kill -5, Coupling enz -2, uPA surface inh -2%, USP2a block -5%, B2AR arrestin 0.5%, PKM2 activator 4%, Eya2 phos inh inconclusive, KCNH2 3.1 inh -9, KCNH2 WT inh 5, BCR signal inh inconclusive and GALK inh 3%.
Screening O=C(O)/C=C/c1cccc(OCc2ccccc2)c1 returned Giardia kill 0, Coupling enz 19, uPA surface inh -6%, USP2a block 3%, B2AR arrestin -0.3%, PKM2 activator -43%, Eya2 phos inh 9%, KCNH2 3.1 inh -21, KCNH2 WT inh -1, BCR signal inh inconclusive and GALK inh 1%.
`COc1ccc(Cc2[nH]n3c(=O)c(Cl)c(C)nc3c2-c2ccccc2)cc1` gave Giardia kill 8, Coupling enz 14, uPA surface inh 0%, USP2a block 1%, B2AR arrestin 0.4%, PKM2 activator 11%, Eya2 phos inh 8%, KCNH2 3.1 inh 1, KCNH2 WT inh inactive, BCR signal inh -3% and GALK inh -1%.
Screening CCCNC(=O)c1ccc(N2CCC3(CC2)CC(c2ccccc2)=NO3)c(NC(=O)c2cccc(C)c2)c1 returned Giardia kill 9, Coupling enz 1, uPA surface inh -23%, USP2a block 4%, B2AR arrestin -0.2%, PKM2 activator 7%, Eya2 phos inh -3%, KCNH2 3.1 inh 28, KCNH2 WT inh inconclusive and BCR signal inh -4%.
`O=C(NCCc1ccccc1)c1ccc(Br)o1` gave Giardia kill -13, Coupling enz 0, uPA surface inh -18%, USP2a block 3%, B2AR arrestin -0.1%, PKM2 activator -6%, Eya2 phos inh 2%, KCNH2 3.1 inh 7, KCNH2 WT inh 1, BCR signal inh 2% and GALK inh -4%.
For N/C(Cc1ccc(Cl)cc1)=N\OC(=O)c1ccc2ccccc2c1 the results were Giardia kill 6, Coupling enz 0, uPA surface inh -1%, USP2a block -2%, B2AR arrestin 3.5%, PKM2 activator 0%, Eya2 phos inh 16%, KCNH2 WT inh 2, BCR signal inh -2% and GALK inh -2%.
`CC(=O)O[C@H]1[C@@H](O)[C@H](O)[C@H](Oc2c(O)c(C)c3c4c2[C@@H](C)CC[C@@H]4[C@@H](C)C[C@H]3C=C(C)C)O[C@H]1C` gave Giardia kill -4, uPA surface inh -8%, USP2a block -20%, B2AR arrestin 0.0%, Eya2 phos inh -43% and BCR signal inh -2%.
For Cc1nn(Cc2ccccc2)c2sc(C(=O)N3CCN(Cc4ccc5c(c4)OCO5)CC3)cc12 the results were Giardia kill 34[activator], Coupling enz 1, uPA surface inh -10%, PKM2 activator 0%, KCNH2 WT inh 7 and GALK inh 3%.
For COc1ccc(C(=O)N2CCOC23CCN(c2ncccn2)CC3)cc1 the results were Giardia kill -12, Coupling enz 1, uPA surface inh -5%, USP2a block 5%, B2AR arrestin -0.2%, PKM2 activator -3%, Eya2 phos inh -10%, KCNH2 3.1 inh -23, KCNH2 WT inh 2, BCR signal inh 2% and GALK inh -1%.
`Cc1ccc(S(=O)(=O)N2CCN(Cc3ccccn3)CC2)cc1` gave Giardia kill 1, Coupling enz 2, uPA surface inh 12%, USP2a block 9%, B2AR arrestin 0.1%, PKM2 activator 6%, Eya2 phos inh inconclusive, KCNH2 3.1 inh 6, KCNH2 WT inh -2, BCR signal inh inconclusive and GALK inh -1%.
`CN(Cc1cn[nH]c1-c1cc2ccccc2o1)CC1CCOCC1` gave Giardia kill -16, Coupling enz 3, uPA surface inh 1%, USP2a block -1%, B2AR arrestin -0.7%, PKM2 activator 4%, Eya2 phos inh 1%, KCNH2 3.1 inh -2, KCNH2 WT inh 1, BCR signal inh 1% and GALK inh 1%.
Screening CC(C)COc1ccc(C(=O)NC(Cc2c[nH]c3ccccc23)C(=O)NN)cc1 (stereo not given) returned Giardia kill 7, Coupling enz 0, uPA surface inh -6%, USP2a block 2%, B2AR arrestin 0.0%, PKM2 activator 1%, Eya2 phos inh -24%, KCNH2 3.1 inh -20, KCNH2 WT inh -7, BCR signal inh 5% and GALK inh -1%.
Screening Cn1ccsc1=NC(=O)c1ccccc1F returned Giardia kill -1, Coupling enz -1, uPA surface inh 6%, USP2a block 1%, B2AR arrestin -0.3%, PKM2 activator 4%, Eya2 phos inh 7%, KCNH2 3.1 inh 10, KCNH2 WT inh 1, BCR signal inh -2% and GALK inh 1%.
`O=C(COC(=O)CCc1nc2ccccc2s1)Nc1cccc(S(=O)(=O)N2CCOCC2)c1` gave Giardia kill -11, Coupling enz 2, uPA surface inh -2%, USP2a block -1%, B2AR arrestin 0.3%, PKM2 activator -3%, Eya2 phos inh 24%, KCNH2 WT inh 3, BCR signal inh 3% and GALK inh 2%.

2 successive entries from above, for reference:
`COc1ccc(/C=C2\SC(=O)N(CCNC(=O)C3CC4C=CC3C4)C2=O)cc1` (stereo not given) gave Giardia kill -3, Coupling enz -2, uPA surface inh 1%, USP2a block -1%, B2AR arrestin 0.0%, PKM2 activator -2%, Eya2 phos inh -7%, KCNH2 3.1 inh 0, KCNH2 WT inh -7, BCR signal inh -9% and GALK inh -4%.
CCN1CCN(c2nc3c(C)cccn3c(=O)c2/C=C(\C#N)C(=O)NC)CC1 was read as Giardia kill 2, Coupling enz 0, uPA surface inh -2%, USP2a block -1%, B2AR arrestin 9.2%, Eya2 phos inh -8%, KCNH2 3.1 inh 12, KCNH2 WT inh 7, BCR signal inh 1% and GALK inh -1%.

More compounds follow:
C=CCNC(=O)c1ccc(-c2nc(-c3ccc(Cl)c(Cl)c3)cs2)cc1 was read as Giardia kill -8, Coupling enz 5, uPA surface inh 3%, USP2a block 5%, B2AR arrestin -0.7%, PKM2 activator 1%, Eya2 phos inh 1%, KCNH2 3.1 inh 14, KCNH2 WT inh -7, BCR signal inh -1% and GALK inh 1%.
For CCCSc1cc(=O)n(-c2ccccc2)nc1C(=O)OCC the results were Giardia kill 4, Coupling enz 1, USP2a block 1%, B2AR arrestin 0.3%, PKM2 activator -6%, Eya2 phos inh 4%, KCNH2 3.1 inh -2, KCNH2 WT inh 2, BCR signal inh 2% and GALK inh 1%.
For Cc1cccc(C)c1OCCCN1CCOCC1 the results were Giardia kill -2, Coupling enz 8, uPA surface inh 8%, USP2a block 2%, B2AR arrestin -0.6%, Eya2 phos inh 0%, KCNH2 3.1 inh 5, KCNH2 WT inh -1, BCR signal inh 0% and GALK inh 2%.
CCN(CC)S(=O)(=O)c1cc(NC(=O)c2cc(-c3ccccn3)nc3ccccc23)ccc1C was read as Giardia kill -23, Coupling enz -3, uPA surface inh -19%, USP2a block -22%, B2AR arrestin 0.1%, PKM2 activator -4%, Eya2 phos inh -13%, KCNH2 3.1 inh 22, KCNH2 WT inh 7, BCR signal inh -11% and GALK inh 13%.
